# Source: PubChem BioAssay (several laboratories)
# dFosB act – enhances mouse delta FosB homodimer DNA binding; P13346; purified delta FosB, TAMRA-CDK5 oligo fluorescence polarization; percent of positive-control signal above neutral wells; activation, % at 25 µM; actives 0.99% (n = 340,000); AID 493131;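 active = mean activation above about 17%, with every replicate also reaching it, limit read from the data, passing the limit was not always enough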;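 note: fluorescence polarization rise as delta FosB binds a TAMRA Cdk5 AP-1 oligo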
# SR-BI DiI inh – inhibitors of mouse SR-BI mediated HDL lipid uptake. Q61009. ldlA[mSR-BI] CHO cells, DiI-HDL uptake fluorescence, 3 h. actives 0.96% (n = 320,000). AID 488896. inhibition, % at 12.5 µM;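 active = mean replicate inhibition of at least 70% and a set share of replicates each scoring 70 or more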;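 note: 0% = median of neutral control wells and 100% = median of positive control wells; values of inactives mirror those of a sister screen read the other way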
# NSD2 inh – inhibitors of human histone methyltransferase NSD2. O96028. NSD2 peptide methylation, AlphaScreen, 120 min. inhibition, % at 12.5 µM. actives 0.54% (n = 310,000); in the data active = inhibition above about 50%
# Target sequence (O96028 whole entry, looked up): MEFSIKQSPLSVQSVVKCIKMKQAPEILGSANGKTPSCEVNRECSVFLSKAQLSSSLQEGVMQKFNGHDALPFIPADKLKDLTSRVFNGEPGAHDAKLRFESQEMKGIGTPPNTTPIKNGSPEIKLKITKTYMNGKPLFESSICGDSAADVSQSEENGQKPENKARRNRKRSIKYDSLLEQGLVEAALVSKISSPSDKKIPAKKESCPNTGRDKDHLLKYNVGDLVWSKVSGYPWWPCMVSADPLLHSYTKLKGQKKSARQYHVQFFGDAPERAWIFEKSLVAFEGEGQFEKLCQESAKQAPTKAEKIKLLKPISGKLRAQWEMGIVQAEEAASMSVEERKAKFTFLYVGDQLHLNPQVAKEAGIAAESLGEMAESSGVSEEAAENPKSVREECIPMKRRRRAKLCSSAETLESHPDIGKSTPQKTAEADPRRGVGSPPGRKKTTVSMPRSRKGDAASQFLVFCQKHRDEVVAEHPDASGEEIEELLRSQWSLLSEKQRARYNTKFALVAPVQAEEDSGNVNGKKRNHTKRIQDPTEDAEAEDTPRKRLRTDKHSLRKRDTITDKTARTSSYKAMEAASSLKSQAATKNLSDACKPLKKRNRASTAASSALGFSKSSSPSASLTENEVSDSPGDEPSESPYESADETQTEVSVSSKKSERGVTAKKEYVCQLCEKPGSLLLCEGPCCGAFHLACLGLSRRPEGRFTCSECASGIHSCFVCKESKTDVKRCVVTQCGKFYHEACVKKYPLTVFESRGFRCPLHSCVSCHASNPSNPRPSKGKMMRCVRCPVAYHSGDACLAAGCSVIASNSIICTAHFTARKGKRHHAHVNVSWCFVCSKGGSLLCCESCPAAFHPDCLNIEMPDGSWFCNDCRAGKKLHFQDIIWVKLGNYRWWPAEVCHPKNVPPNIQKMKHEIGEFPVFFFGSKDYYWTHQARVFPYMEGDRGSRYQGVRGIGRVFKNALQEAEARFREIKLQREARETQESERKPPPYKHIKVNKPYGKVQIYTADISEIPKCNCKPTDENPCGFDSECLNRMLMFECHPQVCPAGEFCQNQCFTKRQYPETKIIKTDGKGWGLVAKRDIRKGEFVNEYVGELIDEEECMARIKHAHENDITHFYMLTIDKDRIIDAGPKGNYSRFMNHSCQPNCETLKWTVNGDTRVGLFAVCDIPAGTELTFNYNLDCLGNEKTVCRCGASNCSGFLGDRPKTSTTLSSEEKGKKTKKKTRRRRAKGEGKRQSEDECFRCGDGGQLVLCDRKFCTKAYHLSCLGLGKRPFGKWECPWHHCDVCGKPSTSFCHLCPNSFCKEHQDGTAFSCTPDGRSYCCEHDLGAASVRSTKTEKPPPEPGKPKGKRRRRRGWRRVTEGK
# PKA-R1A act – activates the PKA-R1A holoenzyme complex. actives 0.083% (n = 340,000). P00514+P68181. AID 504707. activation, % at 11.4 µM. PKA-R1A dissociation, Cy5-IP20 fluorescence polarization; scaled: DMSO 0%, 113 µM cGMP 100%;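 active = percent activation above the mean of all tested compounds plus 3 SD, cut at about 19% in these data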;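 note: higher means more PKAc released from R1A so a rise in polarization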
# CDK5 p35 inh – CDK5/p35 (human) kinase inhibition; Q00535+Q15078; Recombinant CDK5/p35, ADP-Glo luminescence, 60 min; inhibition, % at 10 µM; actives 0.01% (n = 330,000);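 active = highest replicate inhibition of at least 50% and at least 75% of replicates reaching 50%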;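 note: plate controls were DMSO neutral control for no effect and GW8510 at 10 µM for full effect; many of its hits are not listed in these tables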
# MITF act – increases MITF-driven TRPM1 promoter luciferase signal | SK-MEL-5 TRPM1-promoter luciferase, 24 h; % of positive control, neutral wells = 0 | activation, % at 12.5 µM | actives 0.75% (n = 300,000);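 active = mean activation of at least 80% with every replicate also reaching 80%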;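 note: 0% = neutral control wells and 100% = parthenolide positive control wells; values of inactives mirror those of a sister screen read the other way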
# Pemphigus Ab inh – inhibitors of pemphigus antibody binding to human desmoglein-3; actives 0.48% (n = 310,000); AID 588358; binding (percent of control), % at 10 µM; DSG3-coupled beads, scFv-anti-DSG3-GFP binding, flow cytometry; active compounds read low;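 active = binding more than 3 SD below its plate's average and above zero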;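 note: hits lower antibody fragment binding to DSG3; some compounds called inactive have numbers as strong as hits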
# PKA-R2B activ – activates the human PKA-R2B holoenzyme complex. P22694+P31323. PKA-R2B holoenzyme dissociation, Cy5-IP20 fluorescence polarization; R2B truncated from residue 108, S112A mutant; 0% DMSO only, 100% 113 µM cGMP. activation, % at 11.4 µM. actives 0.079% (n = 340,000);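 active = activation above a cutoff set at the mean over all compounds plus 3 SD, cut at about 18% in these data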;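 note: higher means more holoenzyme dissociation and a rise in polarization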
# SR-BI DiI-HDL act – SR-BI HDL lipid transfer activation | activation, % at 12.5 µM | CHO ldlA[mSR-BI] cells, DiI-HDL uptake fluorescence, 3 h; 100 = double the neutral-control signal | actives 0.096% (n = 320,000);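 active = mean replicate activation of at least 60% and every replicate at or above 60%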;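 note: 0% = median plate neutral-control signal and 100% = twice that signal; values of inactives mirror those of a sister screen read the other way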
#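 System: CHO ldlA[mSR-BI] cells / Medium: HEPES-buffered (25 mM, pH 7.4) F12 plus 0.5% BSA / Probe or stimulus: labelled HDL, 10 µg/mL / Doses: single compound concentration, delivered by pin transfer / Schedule: 3 h, 37 °C / Measured by: DiI fluorescence, bottom read / Measure: cell-associated DiI fluorescence as measure of HDL uptake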
# Mot1-301 SUMO – inhibitors of SUMOylation pathway: yeast Mot1-301 growth rescue; growth rescue, % at 18.8 µM; actives 1% (n = 320,000); S. cerevisiae Mot1-301 growth rescue, ATP luminescence, 38.5C; percent above DMSO median, 100 means doubled;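 active = every valid replicate shows activation above 250% relative to neutral control wells; inactive = the rest, any valid replicate at or below 250%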;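 note: OY570 slx delta 5 strain wells were the positive control but not used for scaling; some compounds called inactive have numbers as strong as hits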
# Arr AP2 block – human beta-arrestin and AP2 interaction inhibition; FITC-arrestin peptide / GST-AP2 beads, flow cytometry; AP2 beta2 appendage carries R879A mutation; actives 0.31% (n = 340,000); inhibition, % at 10 µM; AID 504490;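 active = inhibition above a set limit, near 3 SD of compounds lacking own fluorescence, cut at about 54% in these data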;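 note: plate controls were DMSO wells for no effect and 5 µM unlabelled arrestin peptide for full effect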
#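 test system = AP2 appendage R879A on GSH beads | buffer or medium = PBS plus Tween 20 (0.05%) and BSA (0.1%) | incubation = 12 min plus 1 h, RT | detection = bead flow cytometry, FITC channel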
# Active calls of the source: *; . = not tested or not shown.
SMILES,dFosB act,SR-BI DiI inh,NSD2 inh,PKA-R1A act,CDK5 p35 inh,MITF act,Pemphigus Ab inh,PKA-R2B activ,SR-BI DiI-HDL act,Mot1-301 SUMO,Arr AP2 block
CNC(=O)C(=O)N/N=C/c1ccc(Br)cc1,9,-11,0,-8,-5.5,11,101,-20,11,-3,2
COc1ccc(-c2nnc(NC(=O)CSc3ccc(C)cc3)s2)cc1OC,6,-20,-1,-8,0.4,7,116,5,20,28,-4
COc1ccc2c(c1OC)C(=O)N(c1ccc(C)cc1)C2=O,-3,-7,1,-2,-6.3,23,93,4,7,30,-3
CC1(OC(=O)C2CCCC2)C(=O)C=C2C=C(c3ccsc3)N(Cc3ccc4c(c3)OCO4)C=C2C1=O (configuration not stated),-9,-6,.,-7,-0.6,-14,105,-1,6,6,9
Cc1cc(C)c2cc(C(c3nnnn3CC3CCCO3)N3CCN4CCCC4C3)c(=O)[nH]c2c1 (configuration not stated),2,-5,5,-8,-0.5,5,102,4,5,0,1
COC(=O)c1cc(S(=O)(=O)NCc2cc(OC)c(OC)c(OC)c2)cn1C,-3,-19,-5,3,1.4,-5,112,-6,19,-15,12
O=C(NCc1n[nH]c(=S)n1-c1ccccc1)c1ccc(S(=O)(=O)N2CCCCC2)cc1,-3,-1,0,7,1.3,9,84,6,1,-13,-13
CC(=O)CCN1CCOCC1,-3,-46,.,-7,1.8,-9,98,-6,46,28,18
O=C(c1cc2ccccc2oc1=O)N(Cc1ccc(F)cc1)C1CCS(=O)(=O)C1 (configuration not stated),-4,-7,0,8,-0.7,.,99,3,7,15,12
CCC(=O)Nc1ccc(C(=O)CSc2nc3ccccc3cc2CC)cc1,-12,-2,1,13,2.6,13,104,-13,2,0,-7
CCn1cc(C(=O)O)c(=O)c2cc(F)c(N3CCN(C(=S)NC(=O)c4ccccc4F)CC3)cc21,-7,.,-1,2,2.3,-10,99,-2,.,1,16
O=C(COC(=O)/C=C/c1ccc(Cl)cc1)Nc1ccc2[nH]c(=O)[nH]c2c1,22*,12,24,-4,-0.4,9,97,0,-12,-1,-5
CCOc1ccc(C2CC(=O)NC3=C2C(=O)CCC3)cc1 (configuration not stated),0,4,.,-9,0.4,0,.,3,-4,-14,-4
COc1ccc(-n2c(SCC(=O)Nc3nccs3)nc3sc4c(c3c2=O)CCN(C)C4)cc1,8,4,1,-4,-3.6,7,97,6,-4,-3,11
Cc1ccc(-n2nnnc2CN2CCCCC2)cc1,3,-23,0,-3,2.1,1,98,-13,23,-9,14
CCC1=C(C)CN(C(=O)NCCc2ccc(S(=O)(=O)NC(=O)NC3CCC(C)CC3)cc2)C1=O (configuration not stated),-3,-2,4,-6,-0.6,-9,96,11,2,6,12
CCc1c(C(=O)Nc2nnc(C3CC3)s2)csc1C,-7,-6,-1,5,2.9,27,101,3,6,-3,4
COc1ccc(S(=O)(=O)N2CCCCC2)cc1NC(=O)Cc1cccs1,-5,26,.,2,1.6,-12,.,-4,-26,-10,5
COC(=O)C1=C(CS(=O)(=O)c2ccc(OC)c(OC)c2)NC(=O)NC1c1ccc(O)c(OC)c1 (configuration not stated),-1,-18,-2,6,0.8,-1,100,8,18,1,-8
COc1cc(C(=O)NCC2CCCN2S(=O)(=O)c2cccs2)cc(OC)c1OC (configuration not stated),-4,13,0,-9,-0.7,9,112,0,-13,165,28
Cn1c(Cc2cccs2)nnc1SCC(=O)Nc1ccccc1F,-7,-35,-3,-18,-1.2,0,105,-8,35,8,5
COc1cccc(-c2nc(CS(=O)(=O)CC(=O)NCc3ccccc3)c(C)o2)c1,-7,-11,.,-17,-1.0,.,102,10,11,-6,-25
CCN(CC)c1c([N+](=O)[O-])c(=O)sc2ccccc12,2,-16,24,6,1.1,0,93,-4,16,14,-7
O=C1CCCC2=C1C(c1ccco1)Nc1ccc3ccccc3c12 (configuration not stated),-11,10,13,1,2.5,-19,129,-7,-10,6,12
Cc1ccsc1C1C(C(=O)O)c2ccccc2C(=O)N1C (configuration not stated),-2,-6,-1,-2,-1.6,.,104,-7,6,-4,2
C#CCSc1n[nH]c(-c2ccco2)n1,-6,17,-2,-6,1.1,-4,93,-4,-17,3,23
CN(C(=O)COC(=O)c1ccc(=O)n(Cc2ccccc2)n1)c1ccccc1,-10,-8,0,6,-0.9,-4,110,-4,8,-9,13
CCOC(=O)N1CCN(C(=O)COC(=O)CSc2ccc([N+](=O)[O-])cc2)CC1,1,-23,21,3,0.9,-6,105,-3,23,-15,-2
Cc1ccccc1CN1CCN(Cc2ccccc2C(F)(F)F)CC1,-4,-23,-1,-1,-2.3,1,104,13,23,1,7
O=C(Cn1nnc(-c2ccccc2)n1)Nc1ccc2c(c1)OCO2,3,-7,1,-2,-0.8,-8,98,-2,7,-15,25
Cc1ccc(S(=O)(=O)N(C)CC(=O)OCC(=O)NCCc2ccc(S(N)(=O)=O)cc2)cc1,0,.,.,-7,1.3,-6,.,6,.,12,-2
C=CC[C@@H](Cc1ccc(F)cc1)C(=O)OC[C@@H]1CCCN1C(=O)[C@H](CC=C)CC(=O)N(CCO)Cc1ccccc1,3,14,.,-1,-0.3,2,101,2,-14,44,.
Cc1cc(C)nc(N2CCCC(C(=O)NCCC3=CCCCC3)C2)n1 (configuration not stated),-2,25,.,-2,-0.6,-3,92,-6,-25,10,-3
CC(=O)c1cccc(NC(=S)Nc2ccc(F)cc2)c1,-1,24,-1,2,0.9,8,102,-1,-24,13,8
N#CC1=C(N)Oc2cc(O)ccc2C1c1ccncc1 (configuration not stated),6,-18,1,-15,0.4,.,104,4,18,-14,15
CCOC(=O)c1nc(NCc2cccc(OC)c2)c2ccccc2n1,-14,29,-1,3,-2.6,5,92,-5,-29,13,23
Cn1c(SCC(=O)N2CCN(C(=O)c3ccco3)CC2)nnc1-c1ccc(NS(C)(=O)=O)cc1,-2,-11,-4,-7,-1.9,5,103,-2,11,-17,2
Clc1ccc(/C=C/c2ncc3ccccn23)cc1,-4,52,-11,1,0.6,34,110,8,-52,0,5
COc1ccc2ccccc2c1/C=N/NC(=O)c1ccc([N+](=O)[O-])cc1,-9,40,0,8,1.8,25,99,-7,-40,3,-17
Fc1cccc(Cc2noc(CN3CCCCC3CCc3ccccn3)n2)c1 (configuration not stated),-3,38,4,-4,-1.1,-4,108,2,-38,15,44
COc1ccccc1-c1nnc(NC(=O)C(C)SC2=NCCS2)s1 (configuration not stated),-20,34,.,-1,-0.7,0,106,0,-34,30,7
CCOC(=O)c1csc(N)c1-c1ccc([N+](=O)[O-])cc1,-3,-69,.,6,-4.9,.,112,-14,69*,124,0
CN(C)C1=NCCN1CCc1ccc(F)cc1,12,-9,.,-10,0.1,-6,103,-11,9,7,4
O=C(COC(=O)c1ccc(S(=O)(=O)N2CCCC2)cc1)Nc1ccc(F)cc1F,-1,-22,0,-14,0.5,-4,103,-13,22,-6,38
CCC(=O)NC(C)C(c1cccs1)N1CCN(Cc2ccccc2)CC1 (configuration not stated),-3,-12,.,0,-0.6,-6,99,1,12,-13,-7
COc1ccc(-c2nnc(COc3ccc4ccccc4c3)o2)cc1OC,-9,-16,-2,8,-0.2,.,101,-7,16,17,3
COc1ccc(NS(=O)(=O)c2ccc(C)c(C(=O)N(C)CCc3ccc(OC)c(OC)c3)c2)cc1,-8,-9,2,-1,2.7,-4,121,-9,9,-7,-13
COc1ccc(CC2(CO)CCN(CC3=Cc4cc(Cl)ccc4OC3)CC2)cc1,-3,40,11,-1,-2.2,-17,109,-4,-40,403,5

# Reprinted from above, 2 compounds:
SMILES,dFosB act,SR-BI DiI inh,NSD2 inh,PKA-R1A act,CDK5 p35 inh,MITF act,Pemphigus Ab inh,PKA-R2B activ,SR-BI DiI-HDL act,Mot1-301 SUMO,Arr AP2 block
COc1ccc(NS(=O)(=O)c2ccc(C)c(C(=O)N(C)CCc3ccc(OC)c(OC)c3)c2)cc1,-8,-9,2,-1,2.7,-4,121,-9,9,-7,-13
COc1ccc(CC2(CO)CCN(CC3=Cc4cc(Cl)ccc4OC3)CC2)cc1,-3,40,11,-1,-2.2,-17,109,-4,-40,403,5

# (cont.)
SMILES,dFosB act,SR-BI DiI inh,NSD2 inh,PKA-R1A act,CDK5 p35 inh,MITF act,Pemphigus Ab inh,PKA-R2B activ,SR-BI DiI-HDL act,Mot1-301 SUMO,Arr AP2 block
O=C(CCCc1ccccc1)c1ccccc1,1,-6,-12,8,-0.8,92*,103,8,6,-22,2
CCO[C@@H]1OC(C(=O)N2CCN(Cc3ccccc3)CC2)=C[C@H](c2cn(C(C)=O)c3ccccc23)[C@H]1CCCO,3,45,.,-12,-1.4,6,108,-4,-45,-3,-1
C/C(=N\NC(=S)NCc1ccccc1)c1ccc(Br)cc1,-11,5,-3,-3,1.8,-10,105,-5,-5,451,-22
CCCN(CC(=O)Nc1ccccc1OC)C(=O)c1cnc(Cl)c(Cl)c1,1,3,-2,9,-2.2,-33,118,-3,-3,-5,-2
CCCCSc1nc(C)c(C(C)=O)cc1C#N,-16,24,-9,0,-0.9,4,109,-4,-24,6,11
COc1ccc(O)c(C2(O)C(=O)c3ccccc3C2=O)c1,-1,.,-3,-8,2.0,2,103,-11,.,.,34
Cc1onc(-c2c(F)cccc2Cl)c1C(=O)NCC1COc2ccccc2O1 (configuration not stated),-2,-3,-8,-8,1.9,6,106,-11,3,-27,3
CC1=NN(c2nc(N)nc(/C(C#N)=C/c3ccc([N+](=O)[O-])o3)n2)C(C)(C)C1,-1,-2,.,-1,-2.2,-91,.,1,2,.,26
COc1cccc(N2CCN(c3ccc(S(=O)(=O)N4CCN(C)CC4)cc3[N+](=O)[O-])CC2)c1,-6,33,7,-2,-4.0,-1,97,1,-33,-9,-7
COc1ccc(OC)c(C2C(C(C)=O)=C(C)Nc3ncnn32)c1 (configuration not stated),0,-24,-2,-14,0.0,.,91,-4,24,-6,26
Cc1cc(CC(C)C)n(-c2nc3ccccc3c(=O)n2OCc2ccccc2)n1,-6,16,-6,-2,-1.1,-6,110,-1,-16,6,14
COc1ccc(C)cc1S(=O)(=O)N1CCC(C(=O)N2CCOCC2)CC1,-4,-4,-2,-8,-4.0,.,90,1,4,13,7
CCc1ccc(NC(=O)NCc2ccccn2)cc1,-5,2,-1,15,-0.5,18,102,-7,-2,-2,8
